VIM-2 inh – VIM-2 metallo-beta-lactamase inhibitors, primary screen, biochemical, epi-absorbance readout, Pseudomonas aeruginosa enzyme. purified VIM-2, nitrocefin hydrolysis, epi-absorbance fluorescence. inhibition, % at 5.6 µM. 290,000 compounds, 0.89% hits;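 active = inhibition above the mean of all tested compounds plus 3 SD, cutoff set per screening run, cut at about 7.5% in these data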;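 also: red hydrolysis product quenches plate fluorescence so inhibitors raise well fluorescence; 0% = enzyme with DMSO and 100% = DMSO without enzyme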
pCIP destab – p/CIP-EGFP fusion destabilizers, primary screen, fluorescence, F442A cells; Q05BA5; 16 h; decrease of EGFP signal, % at 10 µM; 290,000 compounds, 0.01% hits; AID 1984, 2009;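 active = EGFP signal decrease of at least 30% at 10 µM or well 3 SD below plate mean, unless failing retest; inactive = the rest, including hits failing retest or dose response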; also: some compounds called inactive have numbers as strong as hits; many of its hits are not listed in these tables
UBC9 SUMO inh – inhibitors of in vitro SUMOylation cascade, primary screen, biochemical, HTRF, uHTS | 290,000 compounds, 0.36% hits | HTRF SUMOylation assay, SAE1/SAE2 + UBC9 | SUMO-conjugating enzyme UBC9 (Homo sapiens), P63279 | inhibition, % at 35 µM; in the data active = inhibition above about 50%, passing the limit was not always enough; also: strong numbers were not always called active
IDE cell inh – human IDE inhibitors in live cells, primary screen, fluorescence polarization, HEK cells, FAbetaB substrate | inhibition, % at 5.59 µM | FAbetaB cleavage | Insulin-degrading enzyme (Homo sapiens), P14735 | 320,000 compounds, 0.41% hits;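 active = percent inhibition above the average of all tested compounds plus 3 SD, set per screening campaign, cut at about 16% in these data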;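 also: IDE supplied by intact live HEK cells; FP after avidin binding of uncleaved biotin substrate so inhibition keeps polarization high; 0% = DMSO wells and 100% = 60 µM reference IDE inhibitor Ii1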
Target sequence (P14735 whole entry, looked up): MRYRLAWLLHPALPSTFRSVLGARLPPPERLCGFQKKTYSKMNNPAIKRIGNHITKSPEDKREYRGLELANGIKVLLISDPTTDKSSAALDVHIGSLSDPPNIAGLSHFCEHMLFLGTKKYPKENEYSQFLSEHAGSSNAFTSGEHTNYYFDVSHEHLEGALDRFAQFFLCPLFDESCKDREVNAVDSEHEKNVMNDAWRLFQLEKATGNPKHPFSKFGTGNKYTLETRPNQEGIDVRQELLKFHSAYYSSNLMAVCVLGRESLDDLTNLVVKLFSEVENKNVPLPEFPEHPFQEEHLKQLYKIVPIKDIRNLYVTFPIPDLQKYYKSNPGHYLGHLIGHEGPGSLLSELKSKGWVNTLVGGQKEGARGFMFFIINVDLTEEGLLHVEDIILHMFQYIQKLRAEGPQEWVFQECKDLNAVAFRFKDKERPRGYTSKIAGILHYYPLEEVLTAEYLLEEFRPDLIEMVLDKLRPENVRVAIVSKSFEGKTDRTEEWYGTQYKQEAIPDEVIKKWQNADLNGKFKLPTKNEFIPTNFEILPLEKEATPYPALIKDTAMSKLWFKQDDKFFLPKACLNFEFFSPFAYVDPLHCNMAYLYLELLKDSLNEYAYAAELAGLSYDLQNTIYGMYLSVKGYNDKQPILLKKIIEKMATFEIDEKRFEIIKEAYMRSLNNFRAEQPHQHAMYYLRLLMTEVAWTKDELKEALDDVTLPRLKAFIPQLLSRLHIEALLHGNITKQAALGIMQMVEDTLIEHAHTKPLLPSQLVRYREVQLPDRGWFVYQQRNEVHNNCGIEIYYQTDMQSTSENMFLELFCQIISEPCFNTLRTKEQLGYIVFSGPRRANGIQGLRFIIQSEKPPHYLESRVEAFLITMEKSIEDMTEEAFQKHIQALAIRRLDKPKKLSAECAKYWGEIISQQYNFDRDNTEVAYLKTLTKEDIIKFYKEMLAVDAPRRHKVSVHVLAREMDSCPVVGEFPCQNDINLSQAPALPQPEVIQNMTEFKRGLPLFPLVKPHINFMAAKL
IMP-1 inh – IMP-1 metallo-beta-lactamase inhibitors, primary screen, biochemical, epi-absorbance readout, Pseudomonas aeruginosa enzyme. metallo-beta-lactamase IMP-1 (Pseudomonas aeruginosa). purified IMP-1, nitrocefin hydrolysis, epi-absorbance fluorescence. inhibition, % at 5.6 µM. 290,000 compounds, 0.45% hits;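 active = inhibition above the mean plus 3 SD of all compounds in the same screening run, cut at about 4.5% in these data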;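 also: 0% = IMP-1 with DMSO and 100% = DMSO wells lacking enzyme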
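Material – recombinant IMP-1 enzyme, purified · Amount – IMP-1 0.2 nM before substrate addition · Medium – HEPES buffer pH 7.1 with ZnSO4 and Brij 35 · Timing – 25 °C, 15 min preincubation, 25 min reaction · Measured by – plate fluorescence quenching by hydrolysis product, ex 480/em 530 nm · Read-out – percent enzyme inhibition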
HCV NS3 hel inh – inhibitors of HCV NS3 helicase, primary screen, biochemical, Cy5 molecular beacon fluorescence; 290,000 compounds, 0.56% hits; inhibition, % at 10.9 µM; AID 1800, 2009; NS3 helicase DNA unwinding;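 active = inhibition above the mean of all tested compounds plus 3 SD, set per campaign, cut at about 35% in these data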;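 also: 0% = DMSO wells and 100% = thioflavine S control wells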
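Assay system: hepatitis C virus NS3 helicase domain fragment enzyme. Also added: annealed dual-labelled DNA beacon duplex, ATP-started. Timing: 1 h reaction at 25 °C, ATP-initiated. Technique: Cy5 fluorescence at 0 and 60 min, beacon hairpin quenching. Evaluation: % inhibition of unwinding. Replication: one well per compound.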
IDE cell activ – human IDE activators in live cells, primary screen, fluorescence polarization, HEK cells, FAbeta-B substrate; Insulin-degrading enzyme (Homo sapiens), P14735; FAbeta-B cleavage; 0% vehicle, 100% cell-free pure enzyme wells; activation, % at 5.96 µM; 340,000 compounds, 0.073% hits; AID 493087, 2011;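 active = activation above the mean of all tested compounds plus 3 SD, set per screening campaign, cut at about 17% in these data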
PfM18AAP inh – PfM18AAP inhibitors, malaria aminopeptidase, primary screen, biochemical, QFRET, recombinant enzyme; M18 aspartyl aminopeptidase (Plasmodium falciparum 3D7); AID 1822, 2009; inhibition, % at 7.35 µM; H-Glu-NHMec fluorogenic cleavage; 290,000 compounds, 1.2% hits;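 active = inhibition above the campaign mean inhibition over all tested compounds plus 3 SD, cut at about 28% in these data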;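 also: 0% = plate median of test compound wells and 100% = 2 mM ZnCl2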
FID counter – compounds displacing fluorescent DNA intercalator, primary screen, artefact control for HCV NS3 helicase inhibitor project, biochemical, FID fluorescence; DNA fluorescent intercalator displacement; inhibition, % at 7.9 µM; 290,000 compounds, 0.17% hits; in the data active = inhibition above about 37%;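 also: 0% = vehicle and 100% = reference compound; higher means more ethidium bromide displaced from hairpin DNA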
An asterisk follows results filed as active.

`Cc1ccc(NC(=S)N(CCCN2CCCC2)Cc2cccn2Cc2ccc(Cl)cc2)cc1C` gave VIM-2 inh -2.6, pCIP destab -7, UBC9 SUMO inh -14, IDE cell inh 4, IMP-1 inh -3.7, HCV NS3 hel inh -81, IDE cell activ -4, PfM18AAP inh 3 and FID counter 19.
For CCOC(=O)c1c(NC(=O)CSc2nnc(Cc3ccccc3)o2)sc(C(C)=O)c1C the results were VIM-2 inh -5.7, pCIP destab -7, UBC9 SUMO inh -5, IDE cell inh -1, IMP-1 inh -4.1, HCV NS3 hel inh 4, IDE cell activ 4, PfM18AAP inh 20 and FID counter -45.
`COc1ccc(-c2nnc(N(C)C(=O)c3ccco3)s2)cc1OC` gave VIM-2 inh -3.3, pCIP destab -10, UBC9 SUMO inh 4, IDE cell inh 1, IMP-1 inh -4.1, HCV NS3 hel inh -6, IDE cell activ 5, PfM18AAP inh 2 and FID counter -14.
Screening COc1ccc(/C=C(/CC(=O)Nc2ccc(C)cc2)c2nc3ccccc3s2)cc1 returned VIM-2 inh -4.8, pCIP destab 1, UBC9 SUMO inh 5, IDE cell inh 3, IMP-1 inh 0.5, HCV NS3 hel inh 3, IDE cell activ 3, PfM18AAP inh -2 and FID counter -2.
`Cc1c(Br)c([N+](=O)[O-])nn1CC(=O)Nc1ccc(CC#N)cc1` gave VIM-2 inh -0.2, pCIP destab -8, UBC9 SUMO inh -7, IDE cell inh 1, IMP-1 inh -3.3, HCV NS3 hel inh -10, PfM18AAP inh 2 and FID counter 21.
COc1ccc(NC(=O)CCN2C(=O)c3ccncc3C2=O)cc1OC was read as VIM-2 inh -2.7, pCIP destab 4, UBC9 SUMO inh -29, IDE cell inh 1, IMP-1 inh -2.5, HCV NS3 hel inh -6, IDE cell activ -6, PfM18AAP inh 3 and FID counter -2.
For COC(=O)c1ccc(SC2CCCCC2)c([N+](=O)[O-])c1 the results were VIM-2 inh -2.6, pCIP destab -8, UBC9 SUMO inh -21, IDE cell inh 0, IMP-1 inh -2.8, HCV NS3 hel inh -4, IDE cell activ 6, PfM18AAP inh 2 and FID counter 2.
`CCOC(=O)C1CCN(C(=O)CSc2ccc(Br)cc2)CC1` gave VIM-2 inh -2.3, pCIP destab 4, UBC9 SUMO inh 19, IDE cell inh -1, IMP-1 inh -1.7, HCV NS3 hel inh 1, IDE cell activ 4, PfM18AAP inh 1 and FID counter -22.
Fc1cccc(Cl)c1Cn1nnc2c(NCc3ccncc3)ncnc21 was read as VIM-2 inh -6.8, pCIP destab -11, UBC9 SUMO inh 23, IDE cell inh 5, IMP-1 inh -3.6, HCV NS3 hel inh 13, IDE cell activ -8, PfM18AAP inh 4 and FID counter -4.
For O=S(=O)(c1ccc(Cl)cc1)N1CCCCCC1 the results were VIM-2 inh -0.3, pCIP destab 2, UBC9 SUMO inh 4, IDE cell inh -1, IMP-1 inh -1.8, HCV NS3 hel inh 6, IDE cell activ -1, PfM18AAP inh 3 and FID counter -10.
Screening COc1ccc(CCNC(=S)N2CCC(C(=O)c3ccc(F)cc3)CC2)cc1OC returned VIM-2 inh 0.2, pCIP destab -4, UBC9 SUMO inh -2, IDE cell inh 5, IMP-1 inh -1.8, HCV NS3 hel inh -12, IDE cell activ 0, PfM18AAP inh -8 and FID counter -6.
CC(C)(C)CC(=O)Nc1nnc(SCC(=O)NC2CCCCC2)s1 was read as VIM-2 inh 1.2, pCIP destab -8, UBC9 SUMO inh 11, IDE cell inh -2, IMP-1 inh -2.6, HCV NS3 hel inh 2, IDE cell activ 6, PfM18AAP inh 2 and FID counter -34.
`Cc1c(Cl)cccc1N(CC(=O)NC(C)c1ccccc1)S(C)(=O)=O` (stereo not given) gave VIM-2 inh -1.8, pCIP destab -6, UBC9 SUMO inh 5, IDE cell inh 2, IMP-1 inh -2.9, HCV NS3 hel inh 2, IDE cell activ 7, PfM18AAP inh 1 and FID counter -26.
O=c1c2ccccc2cnn1Cc1cccc(Br)c1 was read as VIM-2 inh -1.9, pCIP destab -13, UBC9 SUMO inh 10, IDE cell inh -3, IMP-1 inh -2.9, HCV NS3 hel inh 4, IDE cell activ 6, PfM18AAP inh 8 and FID counter -10.
C=CCn1c(N)c(C(=O)OCC(C)C)c2nc3ccccc3nc21 was read as VIM-2 inh -1.2, pCIP destab -14, UBC9 SUMO inh 41, IMP-1 inh -1.2, HCV NS3 hel inh 7, IDE cell activ -2, PfM18AAP inh 18 and FID counter -15.

By substructure, those above with bromine (3)
`Cc1c(Br)c([N+](=O)[O-])nn1CC(=O)Nc1ccc(CC#N)cc1` gave VIM-2 inh -0.2, pCIP destab -8, UBC9 SUMO inh -7, IDE cell inh 1, IMP-1 inh -3.3, HCV NS3 hel inh -10, PfM18AAP inh 2 and FID counter 21.
`CCOC(=O)C1CCN(C(=O)CSc2ccc(Br)cc2)CC1` gave VIM-2 inh -2.3, pCIP destab 4, UBC9 SUMO inh 19, IDE cell inh -1, IMP-1 inh -1.7, HCV NS3 hel inh 1, IDE cell activ 4, PfM18AAP inh 1 and FID counter -22.
O=c1c2ccccc2cnn1Cc1cccc(Br)c1 was read as VIM-2 inh -1.9, pCIP destab -13, UBC9 SUMO inh 10, IDE cell inh -3, IMP-1 inh -2.9, HCV NS3 hel inh 4, IDE cell activ 6, PfM18AAP inh 8 and FID counter -10.

Other records:
Screening O=C(CC1(O)C(=O)Nc2ccccc21)c1ccc(-n2cccc2)cc1 (stereo not given) returned VIM-2 inh -1.7, pCIP destab -7, UBC9 SUMO inh 3, IDE cell inh 3, IMP-1 inh -2.2, HCV NS3 hel inh 3, IDE cell activ -2, PfM18AAP inh 5 and FID counter -14.
Screening Cc1ccc(C)c(N2CCN(C(=O)C3CCCCN3S(=O)(=O)c3ccc(F)cc3)CC2)c1 (stereo not given) returned VIM-2 inh -3.2, pCIP destab -14, UBC9 SUMO inh 0, IDE cell inh -7, IMP-1 inh -3.8, HCV NS3 hel inh -12, IDE cell activ 3, PfM18AAP inh 5 and FID counter -30.
For CCOc1ccc(C2C(C(N)=O)=C(C)Nc3ncnn32)cc1OC (stereo not given) the results were VIM-2 inh -2.8, pCIP destab -9, UBC9 SUMO inh 0, IDE cell inh 1, IMP-1 inh -2.0, HCV NS3 hel inh 0, IDE cell activ 2, PfM18AAP inh 1 and FID counter -11.
COc1cccc(NS(=O)(=O)c2ccc3c(c2)n(C)c(=O)c(=O)n3C)c1 was read as VIM-2 inh -2.6, pCIP destab 0, UBC9 SUMO inh 3, IDE cell inh -2, IMP-1 inh -1.4, HCV NS3 hel inh -8, IDE cell activ -1, PfM18AAP inh 3 and FID counter -2.
Cc1cccc(Oc2nc(-c3ccccc3)cc(C)c2S(C)(=O)=O)c1C was read as VIM-2 inh -6.1, pCIP destab 8, UBC9 SUMO inh -7, IDE cell inh -5, IMP-1 inh -3.8, HCV NS3 hel inh -4, IDE cell activ 5, PfM18AAP inh 7 and FID counter -4.
`COc1ccc(CN2CCc3c([nH]c4ccccc34)C2)c(OC)c1C` gave VIM-2 inh -0.9, pCIP destab 0, UBC9 SUMO inh 11, IDE cell inh 2, IMP-1 inh -0.1, HCV NS3 hel inh -39, IDE cell activ 9, PfM18AAP inh 16 and FID counter 12.
Screening CCOC(=O)Cc1ncccc1C(=O)Nc1ccc(OC(F)(F)F)cc1 returned VIM-2 inh 1.1, pCIP destab -6, UBC9 SUMO inh 23, IDE cell inh -2, IMP-1 inh -0.4, HCV NS3 hel inh 1, IDE cell activ 5, PfM18AAP inh 1 and FID counter -13.
Screening COc1cc(C)c(NC(=S)Nc2cccc(Cl)c2C)cc1OC returned VIM-2 inh 0.0, pCIP destab -2, UBC9 SUMO inh -3, IDE cell inh 3, IMP-1 inh 0.5, HCV NS3 hel inh -1, IDE cell activ 1, PfM18AAP inh 6 and FID counter -1.
For Cn1ncc(Br)c1C(=O)N1CCCCCC1 the results were VIM-2 inh -2.5, pCIP destab 6, UBC9 SUMO inh 4, IDE cell inh -4, IMP-1 inh -3.5, HCV NS3 hel inh 5, IDE cell activ -3, PfM18AAP inh 5 and FID counter -8.
O=C(Cn1nnc(-c2ccc(N3CCOCC3)cc2)n1)N1CCOCC1 was read as VIM-2 inh 0.6, pCIP destab 7, UBC9 SUMO inh -30, IDE cell inh 0, IMP-1 inh -1.2, HCV NS3 hel inh -2, PfM18AAP inh 1 and FID counter -1.
Screening COc1cc2ncc(S(=O)(=O)c3ccccc3)c(N3CCC4(CC3)OCCO4)c2cc1OC returned VIM-2 inh -2.8, pCIP destab -5, UBC9 SUMO inh 10, IDE cell inh -7, IMP-1 inh -1.2, HCV NS3 hel inh -2, IDE cell activ -5, PfM18AAP inh -10 and FID counter -29.
COc1ccc(-c2nn(-c3ccccc3)cc2/C=N/Nc2ccccn2)cc1 was read as VIM-2 inh -2.0, pCIP destab -1, UBC9 SUMO inh 12, IDE cell inh 3, IMP-1 inh -3.1, HCV NS3 hel inh 10, PfM18AAP inh -12 and FID counter 2.
COC(=O)C1=C(N)N(c2ccc(F)cc2)C2=C(C(=O)CCC2)C1c1ccc2c(c1)OCO2 (stereo not given) was read as VIM-2 inh -0.6, pCIP destab 0, UBC9 SUMO inh 6, IDE cell inh 1, IMP-1 inh -0.4, HCV NS3 hel inh -3, IDE cell activ 6, PfM18AAP inh -1 and FID counter -5.
`C=CCn1c(SCC(=O)NCC)nnc1-c1cc2c(s1)CCC(CC)C2` (stereo not given) gave VIM-2 inh -6.4, pCIP destab 0, UBC9 SUMO inh -3, IDE cell inh 2, IMP-1 inh -2.2, HCV NS3 hel inh -4, IDE cell activ 2, PfM18AAP inh 1 and FID counter -48.
`N/C(=N\OC(=O)COc1ccc2ccccc2c1Br)c1ccccn1` gave VIM-2 inh -1.5, pCIP destab 4, UBC9 SUMO inh 0, IDE cell inh 0, IMP-1 inh -1.9, HCV NS3 hel inh -9, IDE cell activ -2, PfM18AAP inh 1 and FID counter -5.
Screening NNC(=O)COc1cccc(C(F)(F)F)c1 returned VIM-2 inh -3.0, pCIP destab -23, UBC9 SUMO inh 1, IDE cell inh 2, IMP-1 inh -3.3, HCV NS3 hel inh -1, IDE cell activ -3, PfM18AAP inh 0 and FID counter -6.

High-throughput results as filed in PubChem BioAssay.
